Assay outcomes (PubChem)
IDE cell activ: IDE (human) activation, cell-based | P14735 | HEK cells, FAbeta-B cleavage, fluorescence polarization; 0% vehicle, 100% cell-free pure enzyme wells | activation, % at 5.96 µM | 340,000 tested, 0.073% active | AID 493087;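 active = activation above the mean of all tested compounds plus 3 SD, set per screening campaign, cut at about 17% in these data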
Target sequence (P14735 whole entry, looked up): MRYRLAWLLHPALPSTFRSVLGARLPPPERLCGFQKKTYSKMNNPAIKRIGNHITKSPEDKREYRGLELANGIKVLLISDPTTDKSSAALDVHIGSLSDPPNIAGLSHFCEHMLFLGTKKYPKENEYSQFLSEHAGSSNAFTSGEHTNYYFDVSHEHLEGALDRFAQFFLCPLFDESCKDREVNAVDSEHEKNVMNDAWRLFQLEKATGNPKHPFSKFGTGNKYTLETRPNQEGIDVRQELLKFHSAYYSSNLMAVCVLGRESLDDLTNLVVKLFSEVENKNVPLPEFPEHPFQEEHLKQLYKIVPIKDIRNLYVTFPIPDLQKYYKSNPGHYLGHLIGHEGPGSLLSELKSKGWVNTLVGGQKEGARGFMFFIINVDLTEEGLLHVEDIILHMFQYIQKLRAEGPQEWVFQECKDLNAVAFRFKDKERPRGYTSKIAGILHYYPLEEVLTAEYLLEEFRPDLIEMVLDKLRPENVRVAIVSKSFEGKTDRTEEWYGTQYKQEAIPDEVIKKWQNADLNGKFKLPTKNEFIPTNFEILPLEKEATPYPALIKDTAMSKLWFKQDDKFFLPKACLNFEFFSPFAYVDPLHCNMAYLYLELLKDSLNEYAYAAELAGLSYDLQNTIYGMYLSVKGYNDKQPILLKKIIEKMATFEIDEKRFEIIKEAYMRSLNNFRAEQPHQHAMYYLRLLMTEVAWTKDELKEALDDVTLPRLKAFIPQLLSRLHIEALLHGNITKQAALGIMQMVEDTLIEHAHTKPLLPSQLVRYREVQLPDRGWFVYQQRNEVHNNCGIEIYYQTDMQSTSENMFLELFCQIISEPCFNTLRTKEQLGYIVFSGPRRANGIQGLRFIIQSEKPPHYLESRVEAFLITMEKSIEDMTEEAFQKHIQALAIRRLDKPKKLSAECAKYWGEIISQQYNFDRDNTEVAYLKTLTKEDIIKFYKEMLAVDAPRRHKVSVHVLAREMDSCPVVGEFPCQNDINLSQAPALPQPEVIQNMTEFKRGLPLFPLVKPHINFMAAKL
SUMO HTRF inh: blocks human SUMOylation mediated by UBC9. P63279. AID 2006. 290,000 tested, 0.36% active. inhibition, % at 35 µM. HTRF SUMOylation assay, SAE1/SAE2 + UBC9, in vitro; in the data active = inhibition above about 50%, passing the limit was not always enough; also: strong numbers were not always called active
pCIP destab: compounds decreasing mouse p/CIP protein stability. F442A p/CIP-EGFP cells, EGFP fluorescence, 16 h. decrease of EGFP signal, % at 10 µM. AID 1984. 290,000 tested, 0.01% active. Q05BA5;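 active = EGFP signal decrease of at least 30% at 10 µM or well 3 SD below plate mean, unless failing retest; inactive = the rest, including hits failing retest or dose response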; also: some compounds called inactive have numbers as strong as hits; many of its hits are not listed in these tables
IDE inh: cellular human IDE inhibition; AID 434962; inhibition, % at 5.59 µM; HEK cells, FAbetaB cleavage, fluorescence polarization; 320,000 tested, 0.41% active;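 active = percent inhibition above the average of all tested compounds plus 3 SD, set per screening campaign, cut at about 16% in these data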;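 also: IDE supplied by intact live HEK cells; FP after avidin binding of uncleaved biotin substrate so inhibition keeps polarization high; 0% = DMSO wells and 100% = 60 µM reference IDE inhibitor Ii1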
MEKK3 PB1 HTS: MEKK3-MEK5 PB1 interaction, increase or decrease. binding response (% of control), % at 10 µM. Q99759. 290,000 tested, 1.4% active. bead-based flow cytometry, Alexa488-MEK5 binding to MEKK3; actives lie on both sides; 0 = blocked by unlabeled MEK5, 100 = vehicle;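 active = binding response more than 3 SD above or below the average of its plate-row segment, actives on both sides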;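 also: Alexa488 bead fluorescence after subtracting the streptavidin-only scavenger bead signal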
NALP1 inh: inhibitors of NALP1 inflammasome in yeast; S. cerevisiae NALP1/ASC/caspase-1 growth, X-gal OD620, 72 h; inhibition, % at 10 µM; 280,000 tested, 0.61% active; in the data active = inhibition mostly above about 24%, no sharp cut-off; inactive = mostly below about 32%; also: some compounds called inactive have numbers as strong as hits
M18AAP inhibitor: PfM18AAP enzyme inhibition. recombinant PfM18AAP, H-Glu-NHMec fluorogenic cleavage. inhibition, % at 7.35 µM. 290,000 tested, 1.2% active. AID 1822;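 active = inhibition above the campaign mean inhibition over all tested compounds plus 3 SD, cut at about 28% in these data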;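 also: 0% = plate median of test compound wells and 100% = 2 mM ZnCl2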
MEKK2wt PB1 HTS: raises or lowers MEK5 binding to wildtype human MEKK2 PB1 domain | bead flow cytometry, Alexa488-MEK5 binding to MEKK2 WT; actives lie on both sides | 290,000 tested, 1.1% active | AID 1531 | Q9Y2U5 | binding response (% of control), % at 10 µM; in the data active = binding response below about 67% or above about 130%
MEKK2 mut-MEK5: signal of MEK5 binding to mutant human MEKK2 PB1 domain. 290,000 tested, 0.35% active. percent response, % at 10 µM. bead flow cytometry, Alexa488-MEK5 binding to MEKK2 mutant; in the data active = percent response above about 24%, passing the limit was not always enough; also: inactives centre near 1; some results filed as inactive read as strong as hits; reference of the scale not given here
An asterisk follows results filed as active; x = no result given; [ ] = remark or other dose. An excerpt; rates above refer to the full screens.

SMILES | IDE cell activ | SUMO HTRF inh | pCIP destab | IDE inh | MEKK3 PB1 HTS | NALP1 inh | M18AAP inhibitor | MEKK2wt PB1 HTS | MEKK2 mut-MEK5
Cn1c(SCC(=O)N/N=C/C=C\c2ccco2)nc2ccccc21 | -3.4 | 41.6 | -24.7 | 1.9 | 100.0 | 2.4 | 9.5 | 102.0 | -3.0
COc1ccc(OC)c(S(=O)(=O)N2CCC(C(=O)NCC3CCCO3)CC2)c1 (stereo not drawn) | 0.8 | -2.3 | -5.7 | 2.9 | 100.0 | 3.6 | -8.2 | 104.0 | -1.0
CC(=O)c1ccc(-n2c(CCC(=O)O)ccc2-c2ccc(C)cc2)cc1 | -3.8 | -5.0 | 0.3 | 1.4 | 104.0 | 19.7 | 1.3 | 107.0 | 3.0
CC1(C)NC(=O)N(CC(=O)O)C1=O | 4.8 | -9.9 | -19.9 | -0.9 | 101.0 | -4.2 | 3.4 | 102.0 | -5.0
CN1CCCCc2c1nc1ccccc1c2N (tested in a mixture with another compound) | -2.5 | 21.3 | -13.3 | -2.6 | 103.0 | -1.6 | -0.3 | 107.0 | 5.0
CC(C)=C(NC(=O)c1ccccc1)C(=O)N/N=C/c1ccc(O)cc1 | -0.2 | -6.1 | 2.4 | 3.9 | 100.0 | 9.2 | -7.9 | 19.0*[inhibitor] | 0.0
COc1ccc(-c2nc(CS(=O)CC(=O)N3CCOCC3)c(C)o2)cc1OC (stereo not drawn) | 4.7 | 0.4 | 6.6 | -2.2 | 99.0 | -9.2 | 1.1 | 98.0 | -2.0
Cc1ccc(C(=O)OCC(=O)Nc2sc3c(c2C#N)CCCCC3)cc1NC(=O)c1ccco1 | -2.8 | -14.5 | -2.3 | -1.4 | 107.0 | -15.3 | 1.6 | 104.0 | 1.0
C=CCc1cccc2cc(C(=O)N3CCN(C(=O)OCC)CC3)c(=O)oc12 | 1.0 | 7.6 | 1.6 | 2.6 | 94.0 | 1.8 | -3.8 | 92.0 | -9.0
CCN(CC)CCNC(=S)Nc1ccc2nc(N3CCOCC3)cc(C)c2c1 | -0.5 | 31.6 | -3.5 | -5.6 | 103.0 | 2.9 | -11.1 | 108.0 | 9.0
COc1ccc(CCNC(=O)CSc2cn(Cc3ccccc3)c3ccccc23)cc1OC | 1.3 | 1.5 | -9.9 | 0.2 | 111.0 | 38.3 | 4.6 | 97.0 | 5.0
NC(=O)CCn1nc(-c2ccc(Cl)cc2)c2ccccc2c1=O | 1.2 | 2.5 | 9.5 | 9.2 | 95.0 | 5.9 | -1.4 | 95.0 | -1.0
CN1CCN(C(=O)C2=C[C@H](c3coc4ccccc4c3=O)C[C@H](OCc3ccc(CO)cc3)O2)CC1 | 3.4 | 5.5 | -10.6 | 0.1 | 101.0 | 7.5 | -1.0 | 101.0 | 3.0
CCOC(=O)c1cnc2ccc(C)cc2c1Sc1ccc(F)cc1 | 2.7 | 6.9 | -7.3 | -3.3 | x | 15.6 | 2.6 | x | x
CCOC(=O)N=Nc1c(O)n(CC)c2ccccc12 | -3.0 | -5.7 | 10.0 | -3.7 | 94.0 | 40.0 | -3.0 | 97.0 | -2.0
O=C(CSc1nnc(-c2ccncc2)n1-c1ccc(F)cc1)NC(=O)NCc1ccco1 | 1.1 | 15.9 | 0.1 | -2.9 | 109.0 | 13.8 | 2.2 | 108.0 | 9.0
CCOc1ccc(NC(=O)N(CCCN2CCOCC2)Cc2cccnc2)cc1 | 3.7 | 9.5 | -2.0 | 0.8 | 109.0 | 33.2 | -0.1 | 112.0 | 17.0
O=C(Nc1cc([N+](=O)[O-])ccc1Cl)c1cccnc1 | 9.9 | -12.1 | 4.1 | 5.0 | 103.0 | 6.5 | 4.5 | 107.0 | 3.0
COc1ccc(NC(=S)NCc2cccs2)cc1OC | -2.2 | 5.4 | -8.3 | -2.2 | 95.0 | -10.7 | 3.5 | 93.0 | -4.0
Cc1ccc2nc(C)c(C(=O)N/N=C/c3ccccc3[N+](=O)[O-])cc2c1 | 1.8 | 1.1 | 6.5 | 0.8 | 109.0 | -8.5 | -1.2 | 111.0 | -1.0
COc1ccc(N(C)C(=O)Cc2c(C(=O)O)[nH]c3ccccc23)c(OC)c1 | 8.7 | 0.2 | 8.6 | -4.7 | 106.0 | 30.7 | 0.2 | 103.0 | -2.0
CCN(CC)c1c([N+](=O)[O-])c(=O)n(CC)c2ccccc12 | x | 12.5 | -20.1 | -0.9 | 106.0 | -8.4 | 3.6 | 103.0 | 11.0
O=c1c2ccccc2nc(SCc2ccc([N+](=O)[O-])cc2)n1-c1ccc(Cl)cc1 | -0.7 | 13.0 | -24.9 | -11.7 | 102.0 | -1.3 | -8.9 | 105.0 | 4.0
COc1ccc(CCNC(=O)c2c([S-])n(-c3ccc(C)cc3)c3cccc[n+]23)cc1 | -6.6 | 7.3 | -3.9 | -5.0 | 97.0 | x | 7.5 | 101.0 | -1.0
Cc1ccc(CNC(=O)C2CCCN2C(=O)NCc2ccccc2)cc1 (stereo not drawn) | 2.9 | 13.5 | -11.2 | 6.7 | 118.0 | 20.0 | -1.1 | 104.0 | 4.0
CC(=O)Nc1cccc2c1C(=O)N(c1ccc(OC(C)=O)cc1)C2=O | 4.7 | -7.7 | -5.9 | 5.0 | 99.0 | -6.7 | 0.5 | 90.0 | -4.0
Cc1cc2oc(=O)cc(Cn3ccnc3)c2cc1C | 3.8 | 1.7 | -3.9 | 7.7 | 95.0 | -9.4 | 4.5 | 98.0 | -2.0
CCCCc1ccc(S(=O)(=O)Nc2ccc(C)c(NS(C)(=O)=O)c2)cc1 | x | -4.0 | -33.7 | -0.2 | 137.0* | x | -5.2 | 113.0 | 29.0
Cc1[nH]c2ccccc2c1SCCN | -0.7 | x | x | -1.2 | 103.0 | x | -4.6 | 123.0 | 15.0
CC1CCC(N2CCN(c3ncccn3)CC2)CC1 (stereo not drawn) | 0.9 | 6.4 | -9.6 | 6.4 | 103.0 | 16.1 | -0.1 | 106.0 | 8.0
Cc1cc(NC(=O)CCC(=O)N(CCC(C)C)C(C(=O)NCC2CCCO2)c2ccccc2C)no1 (stereo not drawn) | -1.7 | 14.5 | -1.6 | 2.3 | 101.0 | 7.6 | -9.8 | 104.0 | 7.0
O=C(Cc1ccccc1)NCC(=O)OCC(=O)c1cccs1 | 1.2 | 17.5 | -8.4 | 2.7 | 105.0 | 16.5 | -4.4 | 107.0 | 5.0
CC(=O)N1CCc2ccc(NC(=O)c3c(-c4c(Cl)cccc4Cl)noc3C)cc21 | 5.0 | 3.8 | 9.9 | -3.5 | 104.0 | 5.3 | 2.8 | 103.0 | 4.0
CCN(C(=O)COC(=O)c1ccc2c(=O)n3c(nc2c1)CCC3)C1CCS(=O)(=O)C1 (stereo not drawn) | 7.0 | 2.6 | 13.8 | 7.9 | x | 14.0 | -4.0 | x | x
CCCOc1ccc(C(=O)N(Cc2cccs2)C2CCS(=O)(=O)C2)cc1 (stereo not drawn) | 3.9 | -0.8 | -0.2 | -2.0 | 99.0 | 14.6 | -6.4 | 100.0 | 3.0
CC(C)OCCCNc1nc(-c2ccccc2)nc2ccccc12 | 1.3 | -10.2 | -3.8 | 10.3 | 104.0 | 8.0 | -1.9 | 107.0 | 4.0

The list continues.
| structure | IDE cell activ | SUMO HTRF inh | pCIP destab | IDE inh | MEKK3 PB1 HTS | NALP1 inh | M18AAP inhibitor | MEKK2wt PB1 HTS | MEKK2 mut-MEK5 |
| --- | --- | --- | --- | --- | --- | --- | --- | --- | --- |
| Cc1ccc[n+](/C(C(=S)NCc2ccco2)=C(/[O-])c2ccccc2Cl)c1 | -0.9 | 15.9 | -1.6 | 5.2 | 98.0 | 30.8 | 7.1 | 98.0 | 2.0 |
| CSC(=S)N/N=C/c1ccc(N(C)C)cc1 | 0.6 | -8.1 | -18.4 | 0.9 | 100.0 | 12.7 | 8.5 | 98.0 | -2.0 |
| O=C(Nc1ccccc1[N+](=O)[O-])c1cncc(Br)c1 | 3.0 | 5.7 | -1.1 | 4.2 | 99.0 | 6.4 | -0.5 | 93.0 | -10.0 |
| CCn1c(SCC(=O)OCC(=O)N2c3ccccc3NC(=O)C2(C)C)nnc1-c1ccco1 | -0.8 | 3.7 | -16.6 | 0.9 | 103.0 | -3.2 | -1.5 | 100.0 | 0.0 |
| CCOC(=O)C1=C(C)N(C)C(=S)NC1c1cc(OC)ccc1OC (stereo not drawn) | 1.8 | -2.1 | -0.8 | 3.7 | 95.0 | 3.9 | -7.7 | 88.0 | -14.0 |
| O=C(CN1CCCCC1)Nc1ccccc1Cl | 1.5 | 1.6 | -10.2 | 2.3 | 103.0 | -6.2 | -5.9 | 99.0 | -9.0 |
| CCOC(=O)C1(C(C)(C)CC)CC(CSc2nc3ccccc3[nH]2)OC1=O (stereo not drawn) | -1.3 | -16.9 | 5.5 | 0.9 | 90.0 | 6.9 | -1.1 | 106.0 | -1.0 |
| COC(=O)Cc1ccc(NC(=S)NCc2ccco2)cc1 | 6.2 | -9.3 | -6.6 | 0.6 | 109.0 | 2.4 | 5.0 | 107.0 | 5.0 |
| COCC(C)NC(=O)COCc1cc(-c2ccc3c(c2)OCO3)on1 (stereo not drawn) | -4.8 | 14.4 | -5.3 | -5.2 | 103.0 | -48.9 | 4.2 | 104.0 | 2.0 |
| Cc1cccc(NC(=O)c2ccc(S(=O)(=O)N3CCN(C)CC3)cc2)c1C | 0.3 | 10.4 | 2.1 | -3.0 | 103.0 | 6.9 | -1.2 | 104.0 | 4.0 |
| Cc1c(C)c2ccc(OC(C)C(=O)N3CC[C@@]4(O)CCCC[C@H]4C3)cc2oc1=O (stereo partly drawn) | -1.6 | 2.4 | -0.5 | 2.0 | 99.0 | 17.2 | -0.5 | 99.0 | 0.0 |
| Cn1c(SCCN2CCOCC2)nc2sc3c(c2c1=O)CCCC3 | 4.4 | 21.0 | 5.5 | -2.6 | 107.0 | 13.7 | 1.8 | 110.0 | 14.0 |
| Cc1nnc(SCC(=O)NC(=O)NCc2ccco2)s1 | 6.5 | 9.9 | -8.1 | 1.7 | 115.0 | -3.1 | -4.6 | 104.0 | 1.0 |
| COc1ccc(NC(=O)CSc2nnc(C(C)C)n2N)cc1 | 1.2 | 11.3 | -7.1 | -3.6 | 109.0 | x | 0.6 | 109.0 | 7.0 |
| c1ccc(CCNc2nc(-c3ccncc3)nc3ccccc23)cc1 | x | 9.3 | -8.0 | 1.4 | 104.0 | -8.6 | 6.5 | 105.0 | 8.0 |

Looked up by structure from the list above (2):
| structure | IDE cell activ | SUMO HTRF inh | pCIP destab | IDE inh | MEKK3 PB1 HTS | NALP1 inh | M18AAP inhibitor | MEKK2wt PB1 HTS | MEKK2 mut-MEK5 |
| --- | --- | --- | --- | --- | --- | --- | --- | --- | --- |
| COCC(C)NC(=O)COCc1cc(-c2ccc3c(c2)OCO3)on1 (stereo not drawn) | -4.8 | 14.4 | -5.3 | -5.2 | 103.0 | -48.9 | 4.2 | 104.0 | 2.0 |
| Cc1ccc[n+](/C(C(=S)NCc2ccco2)=C(/[O-])c2ccccc2Cl)c1 | -0.9 | 15.9 | -1.6 | 5.2 | 98.0 | 30.8 | 7.1 | 98.0 | 2.0 |
